# PglD inh: blocks C. jejuni PglD acetyltransferase activity. inhibition, % at 12.5 µM. purified PglD enzyme, DTNB colorimetric CoA detection. 360,000 tested, 0.098% active; in the data active = inhibition above about 16%, passing the limit was not always enough; note: strong numbers were not always called active
# ERp5 block: inhibitors of human ERp5. Q15084. inhibition, % at 9.99 µM. 350,000 tested, 0.05% active. ERp5 insulin aggregation, absorbance 650 nm, 90 min;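 active = mean replicate inhibition above about 25%, with every replicate also reaching it, limit read from the data, passing the limit was not always enough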
# Casp6 inh: blocks human caspase-6 cleavage activity; purified caspase-6, Z-VEID-R110 cleavage fluorescence; 350,000 tested, 0.53% active; inhibition, % at 12.5 µM;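 active = mean inhibition across replicates at least about 35%, with every replicate also reaching that limit, limit read from the data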;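 note: 0% = median of neutral control wells and 100% = no fluorescence left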
# Target sequence (P55212 24-179 limits assumed): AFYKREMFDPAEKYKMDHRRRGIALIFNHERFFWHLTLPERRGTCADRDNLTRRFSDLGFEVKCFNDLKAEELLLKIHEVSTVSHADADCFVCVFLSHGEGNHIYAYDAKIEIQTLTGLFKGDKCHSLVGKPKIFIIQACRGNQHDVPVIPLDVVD
# Target sequence (P55212 194-293 limits assumed): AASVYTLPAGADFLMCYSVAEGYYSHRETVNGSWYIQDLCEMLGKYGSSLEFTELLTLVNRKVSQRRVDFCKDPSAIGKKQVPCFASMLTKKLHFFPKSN
# ARNT-TACC3 inh: ARNT/TACC3 interaction disruption; Q9Y6A5; AlphaScreen His-ARNT PAS-B/GST-TACC3 binding, luminescence; TACC3 fragment carries E629A point mutation; 390,000 tested, 0.66% active; inhibition, % at 9.99 µM;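 active = mean inhibition of replicates at least 50% and at least half of replicates each reaching 50%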;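 note: 0% = complete ARNT plus TACC3 wells and 100% = ARNT alone without TACC3; many hits fall short of the cut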
# E-sel inducer: induces E-selectin expression in human endothelial cells; P16581; HUVEC E-selectin immunofluorescence imaging; normalized: neutral wells 0, TNF-alpha wells 100; activation, % at 7.58 µM; 260,000 tested, 0.37% active; AID 686992;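 active = mean E-selectin-positive cell signal at least 10% of the positive control, reached in at least 60% of replicates, without over 20% cell loss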;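 note: in these data hits start at about 27%; measured in HUVEC primary endothelial cells; signal is the percent of cells scored E-selectin positive by PE staining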
#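 Read-out basis: % PE-positive cells; Test system: HUVEC primary endothelial cells; Technique: immunofluorescence imaging; Dosing: single-point compound dose.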
# RAD54 inh: blocks human RAD54 Holliday junction branch migration. Q92698. inhibition, % at 10.4 µM. FAM/BHQ fluorescence. 360,000 tested, 0.14% active. AID 602329;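 active = mean normalized replicate activity at least 40 and at least half of replicates scoring 40 or more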;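 note: 0% = median of neutral control wells and 100% = median of positive control wells; inhibitors cause a drop in the FAM fluorescence signal; in these data hits start at about 50%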
# RAD52 inh: inhibitors of human RAD52 DNA annealing; recombinant RAD52 DNA annealing, FRET fluorescence; inhibition, % at 18.7 µM; P43351; 360,000 tested, 0.46% active; AID 651710;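 active = every replicate showing at least 50% inhibition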
# Target sequence (P43351 whole entry, looked up): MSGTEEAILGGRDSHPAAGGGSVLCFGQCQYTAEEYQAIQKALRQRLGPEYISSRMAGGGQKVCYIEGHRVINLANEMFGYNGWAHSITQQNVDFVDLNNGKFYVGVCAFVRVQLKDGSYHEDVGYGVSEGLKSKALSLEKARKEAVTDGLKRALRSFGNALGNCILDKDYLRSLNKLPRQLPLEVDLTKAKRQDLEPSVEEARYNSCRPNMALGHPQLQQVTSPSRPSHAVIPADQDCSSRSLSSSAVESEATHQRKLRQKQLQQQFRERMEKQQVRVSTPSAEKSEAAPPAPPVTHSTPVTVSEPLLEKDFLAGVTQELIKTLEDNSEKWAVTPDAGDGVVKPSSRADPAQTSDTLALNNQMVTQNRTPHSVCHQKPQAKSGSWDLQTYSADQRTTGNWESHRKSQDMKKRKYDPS
# esBAF inh: SWI/SNF esBAF complex inhibition | mouse ES cells, Bmi1-luciferase knock-in reporter, 24 h; 100% = twice the neutral-well signal | 350,000 tested, 2% active | reporter increase, % at 12.5 µM; in the data active = activation above about 40%;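 note: 0% = median of the plate's neutral control wells and 100% = double that signal; a rise in the Bmi1 reporter signal indicates esBAF inhibition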
# * hit, by the source's call; · = no result given. This is a random part of the collection; overall some 3.2% were active at least once.
SMILES,PglD inh,ERp5 block,Casp6 inh,ARNT-TACC3 inh,E-sel inducer,RAD54 inh,RAD52 inh,esBAF inh
C[C@H]1CN([C@@H](C)CO)C(=O)c2c(c3ccccc3n2C)-c2ccccc2CO[C@@H]1CN(C)Cc1ccc2c(c1)OCO2,·,0,4,·,-2.6,·,22,·
CCC(=O)N[C@@H]1CC[C@H](CC(=O)NCc2ccccc2F)O[C@@H]1CO,-5,1,2,0,1.1,-3,-11,3
Cc1ccc(/C=N/NC(=O)c2ccc(C(=O)N/N=C/c3ccc(C)s3)o2)s1,-10,·,·,-4,·,-5,·,11
CS(=O)(=O)N(CC(=O)NC1CCCC1)C1CCCCC1,·,4,0,-5,·,·,-6,·
Cc1ccsc1C(=O)OCc1csc(-c2ccccc2)n1,2,·,·,-14,·,-13,·,-11
COc1cc(NC(=S)N2CCN(CCO)CC2)c(OC)cc1Cl,-5,2,0,·,·,-14,-18,0
CC(=O)Oc1ccc(C(=O)Nc2nccs2)cc1,0,1,1,2,-0.1,2,2,23
O=C(NCC1CCCO1)c1nn2cccnc2c1Cl (centres undefined),-5,·,·,-1,·,-3,·,18
O=C(NC1=NCCS1)c1ccc(Cl)c(S(=O)(=O)N2CCCC2)c1,·,2,1,-8,·,·,-11,·
CCN(Cc1ccccc1)C(=O)c1cc2cc(OC)c(OC)cc2[nH]1,-3,2,·,-3,0.0,3,-2,-3
c1ccc2nc3c(nc2c1)CCc1nonc1-3,-4,·,·,-2,·,1,·,4
O=C(Cc1ccncc1)N1CC(=O)N2[C@H](CO)[C@H](c3ccc(-c4cccc(F)c4)cc3)[C@@H]2C1,·,6,1,·,0.0,·,-8,·
COc1ccc(CN2C(=O)c3cccnc3C2=O)cc1S(=O)(=O)N1CC(C)Oc2ccccc21 (centres undefined),-1,·,0,·,·,2,-7,-2
CC1(C(=O)Nc2ccc3c(c2)OCCO3)CCN1Cc1csc2ccccc12 (centres undefined),-7,4,2,·,0.0,13,17,-1
COc1ccc(-n2nc(C(=O)NCC(=O)N3CCCC(C)C3)c3ccccc3c2=O)cc1Cl (centres undefined),0,3,-1,-8,0.8,-4,-3,13
Cc1cc(Cl)ccc1C(O)c1ncc(-c2ccc3ccccc3c2)[nH]1 (centres undefined),1,3,4,·,0.9,2,-6,-1
Cc1ccc(OCC(=O)Nc2ccc(Cl)cc2)c([N+](=O)[O-])n1,1,4,4,·,-2.4,-3,-4,63*
COCCn1cnnc1SCC(=O)Nc1sc2c(c1C#N)CCC2,-1,17,9,-2,·,0,-40,-5
CN(C)CCCNC(=O)C[C@H]1C=C[C@@H](NC(=O)Cc2cccnc2)[C@@H](CO)O1,5,5,-7,-5,0.0,-3,3,0
Cc1cccc(C(=O)NCC(=O)N2CC=C(c3ccccc3)CC2)c1,-1,13,2,-17,-0.3,5,-9,-3
C(=N\N1CCN(C2c3ccccc3-c3ccccc32)CC1)/c1ccccn1,3,·,·,2,·,-1,·,3
COCCN(C(=O)COC(=O)c1cnc(C)cn1)c1c(N)n(Cc2ccccc2)c(=O)[nH]c1=O,4,13,0,-3,1.1,-6,-14,-3
CCOC(=O)c1[nH]c2c(c1C)C(=O)CC(c1ccc(OCC)c(OC)c1)C2 (centres undefined),-9,·,·,-8,·,4,·,4
CC(C)C#Cc1ccc2c(c1)O[C@@H](CN(C)C(=O)c1ccccn1)[C@H](C)CN([C@@H](C)CO)S2(=O)=O,-5,-13,-3,4,0.2,-4,22,2
Cc1noc(C)c1NC(=O)N(C)C[C@@H]1Oc2c(NC(=O)c3ccc(-c4nccs4)cc3)cccc2C(=O)N([C@@H](C)CO)C[C@@H]1C,1,-7,0,-7,·,3,-4,-2
O=C(N/N=C/c1ccncc1)c1sc2ccccc2c1Cl,10,-5,-2,10,·,-2,-10,11
COc1cccc(CC2(CO)CCCN(Cc3cn[nH]c3-c3cc(C)ccc3C)C2)c1 (centres undefined),·,4,1,-6,3.7,·,-5,·
C#CCOCCOCCOCCNc1nc(N2CCN(C(=O)Cn3cc(CCO)nn3)CC2)nc(N2CCN(C(=O)Cn3cc(CC(C)O)nn3)CC2)n1 (centres undefined),0,·,·,-3,-0.1,-4,·,-2
CCCOc1ccc(C(=O)NC(=S)N2CCN(c3cc4c(cc3F)c(=O)c(C(=O)O)cn4CC)CC2)cc1,1,0,2,0,-0.2,6,-17,-6
O=C1c2cccc3c2N(CCC3)C(=O)C1(F)c1ccccc1 (centres undefined),1,-12,0,·,0.0,6,-50,·
COc1ccccc1N(C)S(=O)(=O)c1ccc(C(=O)NCC(c2ccco2)N2CCCCC2)cc1 (centres undefined),4,-7,-2,9,·,1,-23,-4
COc1ccc(-c2onc(C)c2-c2ccc(C(=O)OC(C)C)o2)c(O)c1,5,·,·,13,·,-10,·,-5
COc1ccccc1NC(=O)NNC(=O)CCc1ccccc1,0,0,4,2,·,-12,3,·
C[C@H]1CN([C@@H](C)CO)C(=O)c2cccc(NC(=O)C3CCOCC3)c2O[C@@H]1CN(C)S(=O)(=O)c1cn(C)cn1,-2,-6,3,-10,0.1,-7,-3,-4
Cc1ccc(NC(=O)c2nc3nccc(C)n3n2)cc1S(=O)(=O)N1CCCCC1,2,-6,0,4,-0.4,2,-27,45*
CCN(CC)S(=O)(=O)c1cc(NC(=O)c2ccc(-n3cncn3)c([N+](=O)[O-])c2)ccc1C,-2,25*,6,10,·,10,-27,6
C[C@H]1COC(=O)[C@H](Cc2ccc(F)cc2)C/C=C\C[C@H](CC(=O)NCCO)C(=O)N1,0,-8,3,-18,0.0,2,1,3
NNC(=O)c1sc2cc(C(F)(F)F)cnc2c1-c1cccnc1,·,-3,2,21,·,·,-15,·
C[C@@H]1CCCCO[C@@H](CN(C)C(=O)C2CCCCC2)[C@@H](C)CN([C@H](C)CO)C(=O)c2cc(NS(=O)(=O)c3ccccc3)ccc2O1,-2,2,2,0,-0.1,2,4,7
Cn1cnc(CCNC(=O)[C@@H]2[C@@H](CO)[C@@H]3Cn4c(cccc4=O)[C@@H]3N2C(=O)Nc2ccccc2)c1,-61,3,-3,-3,0.4,3,-15,5
CC1CCCCN1C(=O)CSc1nnc(-c2ccco2)o1 (centres undefined),2,-2,1,-5,-0.1,3,-8,19
COC(=O)c1ccc(/C=C2/SC(=S)N(CCCC(=O)Nc3ccc(O)cc3)C2=O)cc1,2,7,1,-14,0.3,12,-8,·
O=C(Cn1c(CO)nc2ccccc21)Nc1ccc2c(c1)OCCCO2,-8,-3,0,-7,·,8,-11,-5
Cc1cc2nc(-c3cccnc3SCC(=O)NC(C)C)[nH]c2cc1C,2,4,10,-12,3.5,0,-37,·
Cc1c(OC(C)C(=O)N[C@@H](Cc2ccccc2)C(=O)O)ccc2c3c(c(=O)oc12)CCCC3 (some centres undefined),-3,0,5,5,·,-22,-14,-8
C[C@H](CO)N1C[C@H](C)[C@@H](CN(C)S(=O)(=O)c2ccccc2)Oc2ccc(NC(=O)Nc3cccc4ccccc34)cc2C1=O,4,-1,0,-6,0.1,3,5,-1
Cc1nc2ccccc2c(=O)n1CCN1CCOCC1,1,-3,-1,0,·,-3,-7,5
O=C(NCc1ccccc1)c1cc(S(=O)(=O)N2CCCCC2)ccc1N1CCOCC1,2,2,-1,9,2.8,-3,-10,-1
Cc1ccc(/C=C2/CCc3c([nH]c4ccccc34)C2=O)cc1,0,·,·,2,-1.6,-2,·,34
Cc1ccccc1N1CCN(C2CCCN(C(=O)c3ccsc3)C2)CC1 (centres undefined),-4,0,0,4,-0.3,15,-12,-1
O=C(O)c1cccc(NC(CNS(=O)(=O)c2ccc(Cl)cc2)c2ccccc2)c1 (centres undefined),·,-7,3,-3,·,·,-18,·
O=C(COC(=O)c1ccc(Cl)nc1)Nc1ccc(N2CCOCC2)cc1,-4,-8,-1,1,-2.3,3,-3,1
CC1Cn2c(nc3sc4c(c3c2=O)CC(C)(C)OC4)N1CCO (centres undefined),-5,-4,3,-23,0.0,-13,-8,6
Cc1ccc(-c2cc(C(=O)Nc3ccc(S(=O)(=O)Nc4cc(C)on4)cc3)c3ccccc3n2)c(C)c1,4,·,·,2,·,-1,·,-6
O=C(NCCCN1CCOCC1)c1onc(CSc2nc3ccccc3[nH]2)c1C(=O)NCCCN1CCOCC1,-5,2,-126,-7,·,-8,35,-4
COC(=O)[C@@H]1[C@@H](CO)[C@@H]2Cn3c(ccc(-c4ccccc4)c3=O)[C@@H]2N1CCc1ccccc1,-4,-7,-3,14,-0.1,5,1,0
CCOC(=O)c1ccc(-c2c(-c3ccc4c(c3)OCO4)noc2-c2ccsc2)cc1F,-8,-3,-2,-5,0.1,-4,-3,-5
COCCCNC(=O)C(=O)N/N=C/c1cc2c(cc1Br)OCO2,·,6,-6,-8,-3.7,·,-8,·
COc1ccccc1NS(=O)(=O)c1ccc(C)c(NS(=O)(=O)c2cc(NC(C)=O)ccc2OC)c1,4,-7,2,·,·,-9,-33,-1
O=C(CC1C(=O)NCCN1C/C=C/c1ccccc1)NCCc1cccnc1 (centres undefined),2,-2,-15,·,·,0,-9,3

# Reprinted from the part before: 7 entries, then new ones.
SMILES,PglD inh,ERp5 block,Casp6 inh,ARNT-TACC3 inh,E-sel inducer,RAD54 inh,RAD52 inh,esBAF inh
Cc1ccc(-c2cc(C(=O)Nc3ccc(S(=O)(=O)Nc4cc(C)on4)cc3)c3ccccc3n2)c(C)c1,4,·,·,2,·,-1,·,-6
O=C(NCCCN1CCOCC1)c1onc(CSc2nc3ccccc3[nH]2)c1C(=O)NCCCN1CCOCC1,-5,2,-126,-7,·,-8,35,-4
COC(=O)[C@@H]1[C@@H](CO)[C@@H]2Cn3c(ccc(-c4ccccc4)c3=O)[C@@H]2N1CCc1ccccc1,-4,-7,-3,14,-0.1,5,1,0
CCOC(=O)c1ccc(-c2c(-c3ccc4c(c3)OCO4)noc2-c2ccsc2)cc1F,-8,-3,-2,-5,0.1,-4,-3,-5
COCCCNC(=O)C(=O)N/N=C/c1cc2c(cc1Br)OCO2,·,6,-6,-8,-3.7,·,-8,·
COc1ccccc1NS(=O)(=O)c1ccc(C)c(NS(=O)(=O)c2cc(NC(C)=O)ccc2OC)c1,4,-7,2,·,·,-9,-33,-1
O=C(CC1C(=O)NCCN1C/C=C/c1ccccc1)NCCc1cccnc1 (centres undefined),2,-2,-15,·,·,0,-9,3
Cc1c(CCOC(=O)c2ccccc2)sc[n+]1Cc1ccccc1,16,1,-7,-1,·,2,-12,·
CCC(=O)c1ccc(OCC(=O)OC(C)C(=O)NCc2ccc3c(c2)OCO3)cc1 (centres undefined),7,-2,0,-17,-0.1,-2,-4,-1
COc1ccc(S(=O)(=O)Nc2ccc3c(c2)C(=O)N([C@@H](C)CO)C[C@H](C)[C@H](CN(C)S(=O)(=O)c2ccc(C)cc2)OCCCC[C@@H](C)O3)cc1,-5,-4,-2,7,·,-4,-26,4
Cc1cccc(C)c1NC(=O)COC(=O)c1cccnc1,-6,4,7,1,-0.1,-6,-44,-2
C[C@@H]1CCCCO[C@@H](CN(C)C(=O)Cc2ccccc2)[C@@H](C)CN([C@H](C)CO)C(=O)c2cc(NC(=O)CCCN(C)C)ccc2O1,0,1,0,-5,-0.3,2,-9,-3
CC(C)(C)c1ccc(C(=O)Nc2nnc(C3=COCCO3)o2)cc1,3,1,1,44,0.2,6,-23,9
Cc1cc(C(=O)Nc2cccc3c2O[C@@H](CN(C)C(=O)Nc2cccc4ccccc24)[C@@H](C)CN([C@@H](C)CO)C3=O)n(C)n1,-4,13,-1,3,-12,-1,6,1
O=C1OCCC1=COCCCCCOC=C1CCOC1=O,1,3,·,·,1.2,9,-11,9
CCN(CC)Cc1c(O)ccc2cc(-c3nc4ccccc4n3C)c(=O)oc12,-11,1,6,-21,·,-20,-18,13
CC1CCN(CCCCOc2ccc(Cl)cc2)CC1,-6,·,·,-2,·,5,·,-10
Cn1c(-c2ccccc2)n[nH]c1=S,3,5,3,-13,-0.1,2,-13,-2
CCC(CCC(=O)Nc1ccc(S(N)(=O)=O)cc1)C(=O)O (centres undefined),-1,·,·,2,·,3,·,-8
Nc1n[nH]c(-c2ccc(F)cc2)n1,1,·,·,-7,·,1,·,0

# Source: PubChem BioAssay
